Screens from PubChem BioAssay.
SIAH1 antagonists: Siah-1 peptide-binding antagonists, primary screen, biochemical, fluorescence polarization, rhodamine-plectin, uHTS (AID 1817); Siah-1 / rhodamine-plectin peptide fluorescence polarization; higher % means a stronger effect; displacement, % at 20 µM; hits with a dose series show IC50 in µM; hit rate 0.02% among 290,000;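 active = displacement of at least 50% at 20 µM, with a fluorescence ratio check between 0.3 and a set limit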;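 also: plate controls were Siah plus tracer with DMSO for no effect and tracer alone without Siah for full effect; strong numbers were not always called active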
M17LAP inhibition: P. falciparum M17LAP inhibitors, primary screen, biochemical, fluorogenic H-Leu-NHMec substrate, 1536-well (AID 1619) | inhibition, % at 30 µM, or IC50 in µM where a hit was titrated | hit rate 0.38% among 220,000 | recombinant M17LAP, H-Leu-NHMec fluorogenic kinetic assay; higher % means a stronger effect;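 active = compound inhibiting the enzyme by more than half at any dose during confirmatory dose-response retesting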;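 also: plate controls were full reaction with DMSO carrier for no effect and no enzyme background for full effect; strong numbers were not always called active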
Hep lipid drop: modulators of hepatic lipid droplet formation. AML12 mouse hepatocytes, oleate lipid droplets, BODIPY imaging. inhibition, % at 6.5 µM. hit rate 0.4% among 240,000. AID 1656;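 active = lipid droplet intensity inhibited by at least 50%, with more than 500 cells counted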
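Material – mouse AML12 hepatocyte cell line, fixed after treatment · Compound dosing – one dose, 6.5 µM compound · Times – compound with oleate, overnight · Measured by – Image-based BODIPY and DAPI two-channel analysis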
human PMI inhibitors: MPI inhibition at elevated mannose 6-phosphate – biochemical, fluorescence intensity, high mannose 6-phosphate, primary screen (AID 1220) | recombinant PMI enzyme, coupled fluorescence intensity; higher % means a stronger effect | inhibition, % at 20 µM, or IC50 in µM where a hit was titrated | hit rate 0.66% among 190,000
K1F lysis inhibition: inhibition of K1F phage lysis, E. coli UTI89, bacterial capsule biogenesis inhibitors, alamar blue (AID 488966); E. coli UTI89 K1F phage lysis, alamar blue, 2 h; higher % means a stronger effect; one-dose inhibition, % at 100 µM; IC50 in µM for titrated hits; hit rate 0.02% among 340,000;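 active = phage lysis inhibition, versus mean bacterial control, above a set limit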;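 also: capsule biogenesis inhibitors block K1F phage lysis so surviving cells raise fluorescence; higher fluorescence means more inhibition of phage lysis; actives were called in the ten point dose series up to 300 µM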
XIAP antagonists: small molecules displacing peptide from XIAP – biochemical, IAP family, fluorescence polarization (AID 1018); XIAP BIR domain, fluorescence polarization peptide displacement; higher % means a stronger effect; displacement, % at 20 µM, or IC50 in µM where a hit was titrated; hit rate 0.007% among 200,000; in the data active = displacement above about 50%; also: a part of the inactive calls stands beside numbers as strong as those of hits
human PMI inhibition: inhibitors of human PMI, primary screen, biochemical, fluorescence intensity, coupled assay (AID 1209); purified PMI enzyme, coupled fluorescence intensity; higher % means a stronger effect; hit rate 0.42% among 190,000; inhibition, % at 20 µM; hits with a dose series show IC50 in µM;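 also: plate controls were DMSO vehicle for no effect and wells lacking substrate for full effect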
P. falciparum M1AAP: malaria alanyl aminopeptidase activity blockers – biochemical, fluorogenic H-Leu-NHMec substrate, 1536-well (AID 1445). hit rate 0.42% among 220,000. one-dose inhibition, % at 30 µM; IC50 in µM for titrated hits. recombinant M1AAP, H-Leu-NHMec fluorogenic kinetic assay; higher % means a stronger effect;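 active = primary inhibition above the hit cutoff, then over 50% inhibition at one or more dose response concentrations, cut at about 23% in these data, passing the limit was not always enough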;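 also: plate controls were DMSO full reaction for no effect and no enzyme background for full effect; strong numbers were not always called active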
TNAP activators: stimulation of alkaline phosphatase TNAP activity – biochemical, luminescent, no phosphate acceptor, uHTS, primary screen (AID 1001). purified TNAP, luminescent activation assay, no phosphate acceptor; higher activation fold means a stronger effect. activation fold at 20 µM, or EC50 in µM where a hit was titrated. hit rate 0.03% among 200,000; in the data active = activation fold from about 3, or a potency from the dose series; inactive = the rest, 99 in 100 with activation fold below about 1.6; also: many of its hits are not listed in these tables
Hep lipid drop cells 6.5 µM: also measured in Hep lipid drop; calls as there; cell count; measured here: cell count, cytotoxicity flag;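 cells counted across two imaged fields per well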
* hit, by the source's call; [ ] = remark or other dose. Rule as the data show it, unless noted: active = inhibition above about 50%; inactive = the rest. Compounds as they come; about 1.9% have a hit in one of these screens.

The first 2 records, ahead of the listing:
What do the screens show for `CC(C)C(NC(=O)c1ccccc1Br)c1ccccc1` (stereo not given)?
SIAH1 antagonists: 4%; M17LAP inhibition: -2%; Hep lipid drop: -25; human PMI inhibitors: 6%; K1F lysis inhibition: 0.0%; XIAP antagonists: -1.7%; human PMI inhibition: 7%; P. falciparum M1AAP: 1%; TNAP activators: 1.1; Hep lipid drop cells 6.5 µM: 708

What do the screens show for `COc1ccc(OC)c(/C=C2\S/C(=N/NC(=O)c3ccc4ccccc4c3)NC2=O)c1`?
SIAH1 antagonists: -12%; M17LAP inhibition: 0%; Hep lipid drop: -7; human PMI inhibitors: -7%; K1F lysis inhibition: 2.3%[50 µM]; XIAP antagonists: -8.1%; human PMI inhibition: 10%; P. falciparum M1AAP: 0%; TNAP activators: 1.7; Hep lipid drop cells 6.5 µM: 657

Main list (from the top)
What do the screens show for `CC(C)C(NC(=O)c1ccccc1Br)c1ccccc1` (stereo not given)?
SIAH1 antagonists: 4%; M17LAP inhibition: -2%; Hep lipid drop: -25; human PMI inhibitors: 6%; K1F lysis inhibition: 0.0%; XIAP antagonists: -1.7%; human PMI inhibition: 7%; P. falciparum M1AAP: 1%; TNAP activators: 1.1; Hep lipid drop cells 6.5 µM: 708

What do the screens show for `COc1ccc(OC)c(/C=C2\S/C(=N/NC(=O)c3ccc4ccccc4c3)NC2=O)c1`?
SIAH1 antagonists: -12%; M17LAP inhibition: 0%; Hep lipid drop: -7; human PMI inhibitors: -7%; K1F lysis inhibition: 2.3%[50 µM]; XIAP antagonists: -8.1%; human PMI inhibition: 10%; P. falciparum M1AAP: 0%; TNAP activators: 1.7; Hep lipid drop cells 6.5 µM: 657

Results for CCN(C(C)=O)c1nnc(CSc2nc3ccccc3s2)s1 ?
SIAH1 antagonists: -1%; M17LAP inhibition: 10%; Hep lipid drop: -6; human PMI inhibitors: 0%; K1F lysis inhibition: 0.6%; XIAP antagonists: -3.8%; human PMI inhibition: 2%; P. falciparum M1AAP: 12%; TNAP activators: 1; Hep lipid drop cells 6.5 µM: 764

Results for CC(=O)Nc1ccc(SCC(=O)Nc2cc(C(C)(C)C)nn2-c2ccccc2)cc1 ?
SIAH1 antagonists: -2%; M17LAP inhibition: 22%; Hep lipid drop: 10; human PMI inhibitors: 7%; K1F lysis inhibition: -0.2%; XIAP antagonists: 1.2%; human PMI inhibition: 4%; P. falciparum M1AAP: 4%; TNAP activators: 1.1; Hep lipid drop cells 6.5 µM: 629

How did CC(=O)N(Cc1cc(=O)[nH]c2ccccc12)c1cccc(C)c1 do in these assays?
SIAH1 antagonists: -5%; M17LAP inhibition: -1%; human PMI inhibitors: -14%; K1F lysis inhibition: -0.7%; XIAP antagonists: -3.6%; human PMI inhibition: -6%; P. falciparum M1AAP: 9%; TNAP activators: 1

Results for CNC(=S)NCCc1ccccc1 ?
SIAH1 antagonists: 6%; M17LAP inhibition: 5%; Hep lipid drop: 16; K1F lysis inhibition: -0.6%; P. falciparum M1AAP: 3%; Hep lipid drop cells 6.5 µM: 689

Results for Cc1cc(C(=O)NNC(=O)c2ccc(Cl)cc2)no1 ?
SIAH1 antagonists: 0%; M17LAP inhibition: -14%; Hep lipid drop: -1; K1F lysis inhibition: -0.1%; P. falciparum M1AAP: 3%; Hep lipid drop cells 6.5 µM: 686

Results for CCCn1c(/C=C/c2ccccc2)nc2ccccc21 ?
SIAH1 antagonists: -3%; M17LAP inhibition: -39%; human PMI inhibitors: -4%; K1F lysis inhibition: 7.9%; XIAP antagonists: -1.4%; human PMI inhibition: 2%; P. falciparum M1AAP: 12%; TNAP activators: 1.1

How did O=C(NCCc1ccccc1)C(=S)N1CCCCC1 do in these assays?
SIAH1 antagonists: 2%; M17LAP inhibition: 10%; Hep lipid drop: -19; human PMI inhibitors: -6%; K1F lysis inhibition: 0.2%; XIAP antagonists: -2.3%; human PMI inhibition: 4%; P. falciparum M1AAP: 5%; TNAP activators: 1.1; Hep lipid drop cells 6.5 µM: 646

Results for COc1cc(NC(=O)C2CCCN(c3ncccn3)C2)cc(OC)c1 (stereo not given) ?
SIAH1 antagonists: -4%; M17LAP inhibition: 4%; Hep lipid drop: 0; human PMI inhibitors: 21%; K1F lysis inhibition: -0.3%; XIAP antagonists: -6.1%; human PMI inhibition: 14%; P. falciparum M1AAP: 1%; TNAP activators: 1.1; Hep lipid drop cells 6.5 µM: 771

Results for CC(=O)c1c(C)[nH]c(C(=O)NCc2ccccc2Cl)c1C ?
SIAH1 antagonists: 0%; M17LAP inhibition: 28%; Hep lipid drop: -8; human PMI inhibitors: -7%; K1F lysis inhibition: -0.1%; XIAP antagonists: -8.6%; human PMI inhibition: -3%; P. falciparum M1AAP: 11%; TNAP activators: 1.1; Hep lipid drop cells 6.5 µM: 716

Results for CCC(C)NC(=O)CS(=O)Cc1nc(-c2cccc(OC)c2)oc1C (stereo not given) ?
SIAH1 antagonists: -4%; M17LAP inhibition: 10%; human PMI inhibitors: 11%; K1F lysis inhibition: 4.0%; XIAP antagonists: -1.3%; human PMI inhibition: 11%; P. falciparum M1AAP: -5%; TNAP activators: 1.1

How did Cc1c(Cl)c(=O)oc2cc(OC(C)C)ccc12 do in these assays?
SIAH1 antagonists: 1%; M17LAP inhibition: -96%; Hep lipid drop: 9; human PMI inhibitors: 10%; K1F lysis inhibition: 0.7%; XIAP antagonists: -7.3%; human PMI inhibition: 4%; P. falciparum M1AAP: 13%; TNAP activators: 1.1; Hep lipid drop cells 6.5 µM: 704

How did Cc1ccc(NCc2n[nH]c(=S)n2-c2ccccc2)cc1Cl do in these assays?
SIAH1 antagonists: -4%; M17LAP inhibition: -7%; Hep lipid drop: 14; human PMI inhibitors: 17%; K1F lysis inhibition: -0.1%; XIAP antagonists: -3.9%; human PMI inhibition: 5%; P. falciparum M1AAP: 6%; TNAP activators: 1.2; Hep lipid drop cells 6.5 µM: 738

What do the screens show for `CCn1nnnc1NC(=O)c1cccc(OC)c1`?
SIAH1 antagonists: 11%; M17LAP inhibition: 2%; Hep lipid drop: 23; human PMI inhibitors: -2%; K1F lysis inhibition: 1.5%; XIAP antagonists: -5.8%; human PMI inhibition: 8%; P. falciparum M1AAP: 1%; TNAP activators: 1.1; Hep lipid drop cells 6.5 µM: 697

Results for CCS(=O)(=O)N1CCCC(C(=O)NC2CCCCC2C)C1 (stereo not given) ?
SIAH1 antagonists: 2%; M17LAP inhibition: -1%; human PMI inhibitors: 4%; K1F lysis inhibition: 0.3%; XIAP antagonists: -3.9%; human PMI inhibition: -2%; P. falciparum M1AAP: 3%; TNAP activators: 1.1

How did COCCNC(=O)C(c1ccc(F)cc1)N(C(=O)CCC(=O)Nc1nccs1)c1ccc(C)cc1 (stereo not given) do in these assays?
SIAH1 antagonists: 9%; Hep lipid drop: -23; human PMI inhibitors: 16%; K1F lysis inhibition: 0.0%; XIAP antagonists: 0.1%; human PMI inhibition: -2%; TNAP activators: 1; Hep lipid drop cells 6.5 µM: 693

How did COc1ccc(OC)c(C(c2nnnn2CCc2ccccc2)N2CCC(C(N)=O)CC2)c1 (stereo not given) do in these assays?
SIAH1 antagonists: 3%; M17LAP inhibition: -4%; human PMI inhibitors: 28%; K1F lysis inhibition: inactive; XIAP antagonists: -0.6%; human PMI inhibition: 1%; P. falciparum M1AAP: 1%; TNAP activators: 1.2

How did N#CCC(=O)N/N=C/c1cn(Cc2ccccc2C#N)c2ccccc12 do in these assays?
SIAH1 antagonists: 8%; M17LAP inhibition: 20%; Hep lipid drop: 0; K1F lysis inhibition: -2.7%; P. falciparum M1AAP: 10%; Hep lipid drop cells 6.5 µM: 719

What do the screens show for `Clc1ccc(Nc2nc(-c3cccnc3)cs2)cc1`?
SIAH1 antagonists: 2%; M17LAP inhibition: -3%; Hep lipid drop: -7; human PMI inhibitors: -10%; K1F lysis inhibition: 1.6%; XIAP antagonists: -7.3%; human PMI inhibition: -4%; P. falciparum M1AAP: 7%; TNAP activators: 1.1; Hep lipid drop cells 6.5 µM: 746

Results for O=C(NCC1CCCO1)C(C(=O)c1ccccc1)n1ccccc1=O (stereo not given) ?
SIAH1 antagonists: 0%; M17LAP inhibition: 6%; human PMI inhibitors: 8%; K1F lysis inhibition: 0.1%; XIAP antagonists: -4.5%; human PMI inhibition: -4%; P. falciparum M1AAP: 3%; TNAP activators: 1.2

Results for COc1ccc(N(CC(=O)Nc2c(C)n(C)n(-c3ccccc3)c2=O)S(=O)(=O)c2ccccc2)cc1OC ?
SIAH1 antagonists: -1%; M17LAP inhibition: 8%; Hep lipid drop: -12; human PMI inhibitors: 15%; K1F lysis inhibition: 1.3%[50 µM]; XIAP antagonists: -4.7%; human PMI inhibition: 2%; P. falciparum M1AAP: 4%; TNAP activators: 1.1; Hep lipid drop cells 6.5 µM: 699

What do the screens show for `O=C(Cn1c(=O)oc2cc(S(=O)(=O)N3CCCC3)ccc21)N1CCc2ccccc2C1`?
SIAH1 antagonists: 1%; M17LAP inhibition: 6%; human PMI inhibitors: 12%; K1F lysis inhibition: 0.8%; XIAP antagonists: -5.0%; human PMI inhibition: 15%; P. falciparum M1AAP: 2%; TNAP activators: 1.2

Results for Cc1cc(C)c(S(=O)(=O)NCCn2c(C)cc3ccccc32)c(C)c1 ?
SIAH1 antagonists: 6%; M17LAP inhibition: 2%; Hep lipid drop: -9; human PMI inhibitors: -1%; K1F lysis inhibition: -1.8%; XIAP antagonists: 2.5%; human PMI inhibition: 2%; P. falciparum M1AAP: 6%; TNAP activators: 1; Hep lipid drop cells 6.5 µM: 677

How did COc1ccc(OC)c(NC2c3ccccc3C(=O)N2c2cccnc2)c1 (stereo not given) do in these assays?
SIAH1 antagonists: -2%; M17LAP inhibition: 5%; human PMI inhibitors: 19%; K1F lysis inhibition: -3.6%; XIAP antagonists: -2.4%; human PMI inhibition: -11%; P. falciparum M1AAP: 7%; TNAP activators: 0.8

Results for CCOC(=O)Cc1[nH]nc2c1C(c1cccc(OC)c1OC)C(C#N)=C(N)O2 (stereo not given) ?
SIAH1 antagonists: 2%; M17LAP inhibition: 19%; human PMI inhibitors: 10%; K1F lysis inhibition: 1.8%; XIAP antagonists: -4.0%; human PMI inhibition: 1%; P. falciparum M1AAP: 3%; TNAP activators: 1

What do the screens show for `Cc1cn2c(nc(=O)c3cccnc32)s1`?
SIAH1 antagonists: 0%; M17LAP inhibition: -34%; Hep lipid drop: 12; human PMI inhibitors: -4%; K1F lysis inhibition: 2.5%[50 µM]; XIAP antagonists: -5.6%; human PMI inhibition: -8%; P. falciparum M1AAP: 3%; TNAP activators: 1.1; Hep lipid drop cells 6.5 µM: 737

What do the screens show for `COc1cc(/C=C/C(=O)OCC(=O)c2c(N)n(C)c(=O)n(C)c2=O)ccc1OCC#N`?
SIAH1 antagonists: -2%; M17LAP inhibition: -2%; Hep lipid drop: 20; human PMI inhibitors: -7%; K1F lysis inhibition: 0.3%; XIAP antagonists: -5.8%; human PMI inhibition: -6%; P. falciparum M1AAP: 4%; TNAP activators: 1; Hep lipid drop cells 6.5 µM: 686
